Source: PubChem (Fisher Drug Discovery Resource Center)
NPYLR7 agonist – agonists of mosquito NPYLR7 receptor, primary screen, cell-based, Aedes aegypti, calcium fluorescence, mosquito biting behavior. activation, % at 10 µM. Aedes aegypti neuropeptide Y-like receptor 7 (NPYLR7). HEK293T NPYLR7/Galpha15, GCaMP6s calcium fluorescence. AID 1259423, 2018. 270,000 tested, 0.15% active; in the data active means activation above about 40%;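 further: 0% = vehicle and 100% = reference agonist at the receptor; some compounds past the cut are filed as inactive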
hcGAS inh – Primary biochemical luminescence assay for human cyclic GMP-AMP synthase inhibitors; recombinant h-cGAS, ATP depletion, Kinase-Glo luminescence; AID 1259398, 2018; Q8N884; inhibition, % at 12.5 µM; 290,000 tested, 0.081% active;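 further: 0% = vehicle reaction and 100% = reaction without DNA for no activity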
Target sequence (Q8N884 whole entry, looked up): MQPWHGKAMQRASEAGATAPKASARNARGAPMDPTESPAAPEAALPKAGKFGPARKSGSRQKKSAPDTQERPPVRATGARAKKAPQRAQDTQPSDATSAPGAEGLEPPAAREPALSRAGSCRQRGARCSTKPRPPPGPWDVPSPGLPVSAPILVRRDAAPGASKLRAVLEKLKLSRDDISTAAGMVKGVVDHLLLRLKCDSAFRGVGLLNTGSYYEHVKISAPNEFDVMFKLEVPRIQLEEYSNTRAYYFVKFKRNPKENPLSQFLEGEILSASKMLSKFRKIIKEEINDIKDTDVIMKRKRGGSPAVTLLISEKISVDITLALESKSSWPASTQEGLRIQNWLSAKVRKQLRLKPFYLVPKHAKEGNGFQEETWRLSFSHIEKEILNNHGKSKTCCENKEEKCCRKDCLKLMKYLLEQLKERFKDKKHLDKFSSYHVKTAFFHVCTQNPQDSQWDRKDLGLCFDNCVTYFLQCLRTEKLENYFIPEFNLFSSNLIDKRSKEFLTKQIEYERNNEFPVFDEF
mcGAS inh – cyclic GMP-AMP synthase inhibitors, mouse, primary biochemical chemiluminescence; Q8C6L5; recombinant cGAS, Kinase-Glo ATP depletion luminescence; inhibition, % at 12.5 µM; 160,000 tested, 0.15% active; AID 1259399, 2018;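 further: 0% = negative control wells and 100% = reference inhibitor with no enzyme activity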
Starred values were filed as active, the others as inactive; · = not tested or not shown; & = joins results of further samples. Unless noted, no stated cut-off is given here; in the data, active means inhibition above about 40%; inactive means the rest.

1. CC1CCN(C(=O)CSCc2csc(-c3ncccn3)n2)CC1
2. CCOC(=O)[C@H]1CN(C(=O)c2cc3ccccc3oc2=O)[C@]2(C)C(=O)N(CC3CC3)c3ccccc3[C@H]12
3. Cc1cc(Cl)ccc1N1CCN(C(=O)c2ccc([N+](=O)[O-])cc2)C(C)C1=O (stereo not drawn)
4. CCN1CCN(c2c(CN(CCCOC)C(=O)c3ccccc3Cl)c(C)nn2-c2ccccc2)CC1
5. N#Cc1cccc(NC(=O)COC(=O)CNC(=O)c2cccc(F)c2)c1
6. COc1cccc(C=NNc2nc3ccccc3[nH]2)c1OC
7. O=C(O)CC1CSc2nccc(=O)n21 (stereo not drawn)
8. COCCNC(=O)c1cc(NC(=O)Nc2cccc(C)c2C)ccc1N1CCN(c2ccccc2OC)CC1
9. CN1C(=O)CC[C@H]1c1cccnc1
10. O=P(O)(O)C1(Nc2ccc3c(c2)OCCO3)CCCCC1
entry no.	1	2	3	4	5	6	7	8	9	10
NPYLR7 agonist	2	-7	1	0	-6	2	-3	3	-3&6&-4	-2
hcGAS inh	-8	1	-7	-5	4	-4	-6	-9	-1&-4&4&2	-3
mcGAS inh	·	-2	-6	-5	·	-4	·	-6	-3&-1&3	-15

11. O=C1NC(=Nc2ccccc2)S/C1=C/c1cccc(OC(=O)c2cc([N+](=O)[O-])cc([N+](=O)[O-])c2)c1
12. O=C(NCCC(=O)N1CCCN(c2ccc(C(F)(F)F)cn2)CC1)NC1CCCCC1
13. CCC(C)C(NC(=O)c1cc(S(=O)(=O)N2CCCCC2)ccc1C)C(=O)OC (stereo not drawn)
14. COC(=O)c1ccc2c(c1)CC(CNC(=O)c1cccc(OC)c1)O2 (stereo not drawn)
15. NC(=O)C(SC1=Nc2ccccc2CS1)c1ccccc1 (stereo not drawn)
16. Cc1ccccc1-c1cc(O)c2c(c1)CN(CCc1cn[nH]c1)CCO2
17. COc1cccc(CC2(CO)CCCN(S(=O)(=O)N(C)C)C2)c1 (stereo not drawn)
18. COc1ccc(-c2[nH]c3ccccc3c2SCCN)cc1
19. CC(=O)Nc1ccc(NC(=O)CC2NCCNC2=O)cc1 (stereo not drawn)
20. CC(C)CN1CCOC(CNC(=O)COc2cccc3ccccc23)C1 (stereo not drawn)
entry no.	11	12	13	14	15	16	17	18	19	20
NPYLR7 agonist	-10	2	1	4	-14	·	12	-9	2	4
hcGAS inh	-5	-16	-3	-5	-10	-9	-3	-8	-3	-1
mcGAS inh	-7	·	-6	-5	·	-13	-5	-7	·	·

21. CCCNC(=O)CCCn1nc(CC)n2c(cc3occc32)c1=O
22. CN1C[C@H]2[C@@H](c3cccc4ccccc34)N[C@](CO)(c3ccccc3)[C@H]2C1
23. CCNc1nc(C)c(C(=O)N(C)Cc2nc3ccccc3n2C)s1
24. CC(C)c1n[nH]c(=S)n1-c1ccccc1
25. CC(C)Cc1cc(C(=O)N2CC[C@H](CO)[C@H](O)C2)on1
26. COCCN(C)CCNC(=O)c1ccc2nc(C)c(C)nc2c1
27. CC1(C)CC(CN2CCC3(CCC(=O)N(CCc4ccccc4)C3)CC2)CCO1 (stereo not drawn)
28. O=C(c1cccc(OC(F)F)c1)N1CCOC(COc2ccc3c(c2)CCCC3)C1 (stereo not drawn)
29. CC(C)(C)c1ccc(NC(=O)C2CC=CCC2C(=O)N2CCN(c3ccccn3)CC2)cc1 (stereo not drawn)
30. CCCn1nnnc1COC(=O)C1COc2ccc(Cl)cc2C1 (stereo not drawn)
entry no.	21	22	23	24	25	26	27	28	29	30
NPYLR7 agonist	7	7	·	-9	-1	4	·	3	-8	2
hcGAS inh	-1	-6	-10	-1	-2	-4	-16	-9	-10	-4
mcGAS inh	-2	·	-12	·	·	·	-7	-9	-2	·

31. CC(CC(=O)N1CCCC(c2n[nH]c(=S)n2C)C1)C1CCCCC1 (stereo not drawn)
32. COc1ccc(NC(=O)CCC2CCN(C(=O)C3CC34CCCC4)CC2)c(OC)c1 (stereo not drawn)
33. O=C(NNC(=O)c1cc(-c2ccccc2)nc2ccccc12)Nc1ccc([N+](=O)[O-])cc1
34. CCOC(=O)C1CCCN(C(=O)c2ccc(CSc3nc(Cl)cc(N4CCN(c5cccc(Cl)c5)CC4)n3)cc2)C1 (stereo not drawn)
35. COc1ccc(-c2ccc3c(c2)CNCC3)c2cccnc12
36. Clc1cccc(-c2cc3c(Nc4cccnc4)nccc3[nH]2)c1
37. C=CCn1c(NCc2ccc(OC)cc2)nc2c1c(=O)[nH]c(=O)n2C
38. O=[N+]([O-])c1ccc2c(c1)S(c1ccc(Br)cc1)=NS2(=O)=O (stereo not drawn)
39. COc1ccc(CCN(C(C)=O)C2CC(=O)N(c3ccc(OC)cc3)C2=O)cc1 (stereo not drawn)
40. CCc1nc2c(OCC(=O)N(C)C)cccn2c1N(C)C(=O)Nc1ccccc1OC
entry no.	31	32	33	34	35	36	37	38	39	40
NPYLR7 agonist	0	8	-2	-1	5	-4	2	8	0	8
hcGAS inh	-7	-7	-10	-8	-3	-5	-3	-6	-5	-4
mcGAS inh	·	·	-5	-6	·	-5	-3	·	-6	-2

Quoted from above: nos. 36 to 40
36. Clc1cccc(-c2cc3c(Nc4cccnc4)nccc3[nH]2)c1
37. C=CCn1c(NCc2ccc(OC)cc2)nc2c1c(=O)[nH]c(=O)n2C
38. O=[N+]([O-])c1ccc2c(c1)S(c1ccc(Br)cc1)=NS2(=O)=O (stereo not drawn)
39. COc1ccc(CCN(C(C)=O)C2CC(=O)N(c3ccc(OC)cc3)C2=O)cc1 (stereo not drawn)
40. CCc1nc2c(OCC(=O)N(C)C)cccn2c1N(C)C(=O)Nc1ccccc1OC
entry no.	36	37	38	39	40
NPYLR7 agonist	-4	2	8	0	8
hcGAS inh	-5	-3	-6	-5	-4
mcGAS inh	-5	-3	·	-6	-2

More entries:
41. NC(=O)COC(=O)c1ccc([N+](=O)[O-])o1
42. CC1(C)Cc2c(cnn2-c2ccc([N+](=O)[O-])cc2)-c2[nH]c3ccccc3c21
43. COc1cccc(C(=O)CC2(O)C(=O)Nc3ccc(Cl)cc32)c1 (stereo not drawn)
44. COc1ccccc1OCC(=O)NCCOc1ccc2nnc(-c3ccccc3)n2n1
45. COc1ccc(F)cc1C(=O)Nc1cc(S(=O)(=O)N2CCOCC2)ccc1N1CCOCC1
46. COCCn1c(SCC(=O)C(C)(C)C)nc2scc(-c3ccc(F)cc3)c2c1=O
47. O=C(c1cccc(C(F)(F)F)c1)N(Cc1cccc(Oc2ccc(Cl)cc2)c1)Cc1ccco1
48. CCCCCCOc1ccc(C(=O)Nc2nccs2)cc1
49. C=CCn1cc(CNC[C@H]2C[C@H]3C=C[C@H]2C32CC2)c(C)n1
50. Oc1cc(-c2cccnc2)cc2c1OCCN(CCn1ccnc1)C2
entry no.	41	42	43	44	45	46	47	48	49	50
NPYLR7 agonist	-1	-12	8	3	3	-2	-4	18	4	-18
hcGAS inh	0	-5	-6	-10	-6	2	-4	4	-7	0
mcGAS inh	-6	·	·	-8	-4	-2	-3	-6	·	-4

One compound at a time (already shown). Order of values: NPYLR7 agonist | hcGAS inh | mcGAS inh
`COc1ccc(-c2[nH]c3ccccc3c2SCCN)cc1` across the screens: -9 | -8 | -7
`Oc1cc(-c2cccnc2)cc2c1OCCN(CCn1ccnc1)C2` across the screens: -18 | 0 | -4

(listing goes on)
51. Cc1cccc(-c2cccc(NC(=O)C3CCCN(C(=O)Cn4ccc(C)n4)C3)c2)c1 (stereo not drawn)
52. COc1ccc(C(=O)NC2CCN(c3ccccc3C(=O)NCc3ccco3)CC2)cc1
53. CN(Cc1ccccc1O)C(=O)c1cc(-c2cccc(Cl)c2)on1
54. CC1(C)SC2C(NC(=O)C(N)c3ccccc3)C(=O)N2C1C(=O)O (stereo not drawn)
55. COC(=O)C1CCCCN1C(=O)C1CC(Cc2ccc(F)cc2)=NO1 (stereo not drawn)
56. CCCCc1c(O)c2ccc(Cl)c(Cl)c2[nH]c1=O
57. C1=CN2CCC1C(c1ccccc1)C2 (stereo not drawn)
58. c1ccc2c(c1)nc(NC1CCCCCC1)c1nnnn12
59. Clc1ccc(C2Nc3ccc(Br)cc3C(c3ccccc3)O2)cc1 (stereo not drawn)
60. COCCNC(=O)C(NC(=O)c1cccc(OC)c1)C1CCN(C(=O)c2cccc(F)c2)CC1 (stereo not drawn)
entry no.	51	52	53	54	55	56	57	58	59	60
NPYLR7 agonist	4	7	-3	-4	14	-9	-8	5	7	-2
hcGAS inh	-6	3	-10	-4	-8	1	-5	-5	-4	-3
mcGAS inh	-9	1	·	·	-10	·	·	-3	·	-6

61. CC(=O)c1ccc(C(=O)N2CCc3c(c(C(=O)N(C)Cc4cscn4)nn3CC3CC3)C2)s1
62. CC(C(=O)NCc1cn[nH]c1-c1cccs1)n1cnc2ccccc21 (stereo not drawn)
63. CCOCCN1CCN(C(=O)c2cn(CCOC)cc3c(=O)n(-c4ccccc4)nc2-3)CC1
64. Fc1ccc(Oc2cc(N3CCN(c4ccccc4F)CC3)ncn2)c(Cl)c1
65. CCC(=O)N(c1nnc(SCC(=O)c2c(N)n(C)c(=O)[nH]c2=O)s1)C1CC1
66. CCC(C)c1ccc(-n2c(-c3cc(C(F)(F)F)ccc3F)nc3ccccc3c2=O)cc1 (stereo not drawn)
67. COc1cc(N(C)CCC(O)c2ccccc2)ncn1 (stereo not drawn)
68. COC(=O)c1c(C)[nH]c(C(=O)C(C)OC(=O)c2c(C)noc2C)c1C (stereo not drawn)
69. O=C(C1COc2ccccc2O1)N1CCN(c2ccccc2O)CC1 (stereo not drawn)
70. CC1CCCN(CC(=O)Nc2ccc(N3CCCC3=O)cc2)C1 (stereo not drawn)
entry no.	61	62	63	64	65	66	67	68	69	70
NPYLR7 agonist	18	-7	-2	13	0	5	-1	0	2	15
hcGAS inh	-23	0	-5	-4	7	-5	0	-5	-6	-6
mcGAS inh	-7	·	-6	-6	·	-7	-10	·	·	·

71. CCCCn1[nH]c(-c2ccccc2)cc1=O
72. COc1ccc(CN(C(=O)C2CC2)C(C)C)cc1OS(C)(=O)=O
73. CCc1ccccc1C1c2cccn2CCCN1Cc1cc([N+](=O)[O-])ccc1OC (stereo not drawn)
74. CCOC(=O)c1cc(C)nn1C1CCN(C(=O)C2CCCCC2)CC1
75. COc1nc(-c2cccc(C(F)(F)F)c2)n(-c2cccc(NC(=O)c3cccs3)c2)n1
76. CC(C)N1CCC1(C)C(=O)Nc1ccc2scnc2c1 (stereo not drawn)
77. Cc1ccccc1C(CC(=O)NCCc1ccncc1)c1ccccc1 (stereo not drawn)
78. COc1ccc(NC(=O)N2CCN(C(=O)c3cc4ccsc4n3Cc3cccc(OC)c3)CC2C)cc1 (stereo not drawn)
79. COc1ccc(C(CC(=O)N2CCN(C/C=C/c3ccccc3)CC2)c2c[nH]c3ccccc23)c(OC)c1 (stereo not drawn)
80. CC(C)NC(=S)NN=Cc1c(F)c(F)c(F)c(F)c1F
entry no.	71	72	73	74	75	76	77	78	79	80
NPYLR7 agonist	3	-3	2	-2	·	-7	7	-2	20	3
hcGAS inh	-4	-10	-7	0	-2	9	-4	-6	-6	-8
mcGAS inh	-7	-6	-6	0	-5	2	·	-4	-5	·

81. COc1ccccc1-n1nc(CC(C)C)nc1C(C)n1ccnc1 (stereo not drawn)
82. C=C(C)CN(CC)c1nc(N)c2c(N)nc3c(c2c1C#N)CC(=O)N3C12CC3CC(CC(C3)C1)C2
83. CCCCOC(=O)c1ccccc1NC(=O)N[C@@H](Cc1ccccc1)C(=O)N1CCC(C(=O)N2CCCCC2)CC1
84. COc1cc(OC)cc(C(=O)Oc2c(S(=O)(=O)c3ccccc3)c(C)nn2C(C)(C)C)c1
85. Cc1cccc(OCCn2c(SCC(=O)O)nc3ccccc32)c1
86. Cc1cccc(-c2nc3scc(CCNC(=O)C(C)(C)C)n3n2)c1
87. Cc1cc(C(=O)N2CCc3c(cc(-c4ccncc4)c(=O)n3CCN3CCCCC3)C2)nn1C
88. CCCCCc1ccc(-c2ccc(-c3nc(-c4ccncc4)no3)cc2)cc1
89. CCOC(=O)c1nc2cc(Cl)c(Cl)cc2nc1N1CCCN(S(=O)(=O)c2ccc(F)c(Cl)c2)CC1
90. CC(=O)Cn1c(=O)c2c(nc3n2CCN3c2ccc(C)cc2)n(C)c1=O
91. CSCCC(N=C1NS(=O)(=O)c2ccccc21)C(=O)O (stereo not drawn)
92. O=C(C(F)F)N1CCC(n2cnc3cc(C(F)(F)F)ccc32)CC1
93. O=C(Nc1ccc(N2CCCCC2)cc1)OCC(F)(F)F
entry no.	81	82	83	84	85	86	87	88	89	90	91	92	93
NPYLR7 agonist	2	-1	19	1	-6	-2	10	-5	·	2	6	5	8
hcGAS inh	-3	-5	-3	-4	-6	5	-7	-2	4	-5	-6	0	-4
mcGAS inh	·	·	-5	-7	-4	-6	1	-3	3	·	·	-3	·
